From PubChem
D1 agonist: Allosteric Agonists of the Human D1 Dopamine Receptor: qHTS | D(1A) dopamine receptor (Homo sapiens), P21728 | AID 504660, 2011 | HEK293 T-REx D1 cells, calcium flux, agonist mode | activation, % at 2 µM | actives 1% (n = 360,000); in the data active = activation above about 30%; also: 0% is about no effect
Target sequence (P21728 whole entry, looked up): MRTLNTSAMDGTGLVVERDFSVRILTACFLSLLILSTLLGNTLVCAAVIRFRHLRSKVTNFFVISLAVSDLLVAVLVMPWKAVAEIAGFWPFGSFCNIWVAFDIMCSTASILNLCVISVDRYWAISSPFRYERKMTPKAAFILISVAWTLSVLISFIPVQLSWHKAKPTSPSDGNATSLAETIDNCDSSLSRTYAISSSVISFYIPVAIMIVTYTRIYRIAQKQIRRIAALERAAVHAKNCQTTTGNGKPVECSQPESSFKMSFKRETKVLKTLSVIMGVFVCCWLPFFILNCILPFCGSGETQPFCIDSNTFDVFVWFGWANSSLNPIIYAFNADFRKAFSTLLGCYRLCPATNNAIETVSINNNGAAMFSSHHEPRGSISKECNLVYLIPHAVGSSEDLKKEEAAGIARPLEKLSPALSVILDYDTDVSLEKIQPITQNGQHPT
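Agonism was scored from calcium flux recorded over 180 s (1 read/s) after pintool compound addition, following a 10-cycle baseline. Cells were inducible force-coupled HEK293 TREx D1, plated overnight at 30 C and loaded with no-wash calcium dye.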
TRHR enhancer: qHTS for Small Molecule Agonists and Allosteric Enhancers of Human TRH Receptor: Primary Screen for Enhancers; TRHR cells, fluo-8 calcium fluorescence, EC20 TRH enhancement; enhancement, % at 2 µM; actives 0.66% (n = 360,000); in the data active = enhancement above about 30%; also: 0% is about no effect
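TRHR-expressing cells loaded with fluo-8 calcium dye were read kinetically (ex 480/em 530) during compound addition, then stimulated with an EC20 of TRH (10 nM final). Enhancement of the Gq-mediated intracellular calcium response was scored.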
RXFP1 ag: qHTS Assay for Agonists of the Relaxin Receptor RXFP1 | Relaxin receptor 1 (Homo sapiens), Q9HBX9 | Potency, µM (top dose mostly 57.5 µM), for the others: at the highest dose activation, most hits filed as activators | HEK293T-RXFP1 cAMP TR-FRET, 30 min; response scale: percent of porcine relaxin response, buffer zero | AID 2676, 2010 | actives 0.3% (n = 370,000); also: potency is read from the fitted curve at half-maximal effect; % is scaled to controls: 0 for no effect and ±100 for the full control effect; nearly all actives have a fitted effect of over 60% in size; many of its hits are not listed in these tables
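Agonist response is measured as cAMP accumulation in an RXFP1-transfected HEK293T line under PDE4 inhibition. Values are scaled between buffer-only and 29 nM porcine relaxin, and EC50s come from standard Hill equation fits.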
Apoferritin bind: qHTS Assay for Identification of Novel General Anesthetics; Ferritin light chain (Equus caballus), P02791; apoferritin/1-aminoanthracene competitive binding, fluorescence; Potency, µM (top dose mostly 77.5 µM), for the others: at the highest dose activity change, negative = displacement, hits mostly inhibitors; actives 0.074% (n = 350,000); AID 485281, 2010; also: potency is read from the fitted curve at half-maximal effect; % is scaled to controls: 0 for no effect and ±100 for the full control effect; nearly all actives have a fitted effect of over 20% in size
Target sequence (P02791 2-175 limits assumed): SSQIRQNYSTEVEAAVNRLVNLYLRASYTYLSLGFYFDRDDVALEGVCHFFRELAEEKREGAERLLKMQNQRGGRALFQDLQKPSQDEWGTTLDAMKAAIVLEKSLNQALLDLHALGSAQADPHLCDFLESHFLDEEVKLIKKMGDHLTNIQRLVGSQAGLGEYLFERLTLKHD
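Apoferritin-based anesthetic binding model; compound displacement of fluorescent 1-AMA measured as endpoint fluorescence after 10 minutes at room temperature, scaled to free-ligand and complex controls.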
TRHR ag: qHTS for Small Molecule Agonists and Allosteric Enhancers of Human TRH Receptor: Primary Screen for Agonists; Thyrotropin-releasing hormone receptor (Homo sapiens), P34981; TRHR cells, calcium flux fluo-8, FDSS agonist mode; activation, % at 2 µM; actives 0.18% (n = 360,000); in the data active = activation above about 30%; also: 0% is about no effect
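Steps: seed TRHR cells overnight; add fluo-8 no-wash Ca dye, RT 30 min–1.5 h; record 10 s baseline; pin-transfer compounds; monitor fluorescence 1 cycle/s for the agonist window. Calcium increases flag candidate agonists.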
D1 antagonist: Antagonist of Human D 1 Dopamine Receptor: qHTS | D(1A) dopamine receptor (Homo sapiens), P21728 | HEK293 TREx D1 cells, calcium flux, dopamine EC80; active compounds read low | activity change, negative = inhibition, % at 10 µM | actives 3.2% (n = 360,000) | AID 504652, 2011; in the data active = activity change below about -30%; also: % is scaled to controls: 0 for no effect and ±100 for the full control effect
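After overnight tetracycline induction at 30 C, force-coupled D1 HEK293 cells took up a no-wash calcium dye at room temperature. Compounds were added and monitored 180 s, and the response to EC80 dopamine was then recorded.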
D1 potentiator: Potentiators of Human D1 Dopamine Receptor: qHTS. D(1A) dopamine receptor (Homo sapiens), P21728. HEK293 TREx D1 cells, calcium flux, dopamine EC20 potentiation. potentiation, % at 10 µM. actives 0.036% (n = 360,000). AID 504651, 2011; in the data active = potentiation above about 30%; also: 0% is about no effect
RXFP1 antag: qHTS Assay for Antagonists of the Relaxin Receptor RXFP1; Relaxin receptor 1 (Homo sapiens), Q9HBX9; HEK293-RXFP1, relaxin-stimulated cAMP HTRF, 30 min; active compounds read low; activity change, negative = inhibition, % at 57.5 µM; actives 0.59% (n = 350,000); AID 1259400, 2018;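 active = activity change of -60% or lower, but not beyond a set lower limit; inconclusive = change between -60% and -40%, or beyond the set limit; inactive = change above -40%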; also: % is scaled to controls: 0 for no effect and ±100 for the full control effect
D2 PAM: HTS Assay for Positive Allosteric Modulators of the Human D2 Dopamine Receptor: Primary Screen for Potentiators. D(2) dopamine receptor (Homo sapiens), P14416. HEK293 T-REx D2, calcium flux, EC20 dopamine potentiation. potentiation, % at 10 µM. actives 0.34% (n = 340,000). AID 485347, 2010;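 active = potentiation over 3 SD above the plate norm, cut at about 30% in these data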; also: 0% is about no effect
Target sequence (P14416 whole entry, looked up): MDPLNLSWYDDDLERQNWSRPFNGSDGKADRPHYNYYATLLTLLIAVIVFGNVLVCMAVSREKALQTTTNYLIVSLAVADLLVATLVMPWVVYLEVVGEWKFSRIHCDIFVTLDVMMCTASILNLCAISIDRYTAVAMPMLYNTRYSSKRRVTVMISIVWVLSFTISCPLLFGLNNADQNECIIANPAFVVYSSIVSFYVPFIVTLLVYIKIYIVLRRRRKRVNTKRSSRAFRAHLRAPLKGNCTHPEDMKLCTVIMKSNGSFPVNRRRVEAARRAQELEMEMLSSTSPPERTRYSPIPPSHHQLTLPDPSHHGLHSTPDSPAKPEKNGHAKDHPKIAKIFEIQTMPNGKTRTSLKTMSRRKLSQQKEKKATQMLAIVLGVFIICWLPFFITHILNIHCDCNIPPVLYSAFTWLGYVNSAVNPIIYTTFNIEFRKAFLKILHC
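Using a no-wash calcium dye in inducible, force-coupled HEK293 Trex cells expressing D2, we tracked fluorescence each second for 180 s after compound, then for 180 s after EC20 dopamine to detect augmented signalling.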
* hit, by the source's call; [ ] = dose if it differs, or a comment. Unless noted, calls follow the shape of the dose curve; as a rule, active = well fitted curve in the direction sought with a large enough effect; inconclusive = small, poorly fitted or top-dose-only effect, or another doubt; inactive = no such curve, though single readings can be large; an effect the other way counts as inactive or inconclusive.

What do the screens show for `CC1CC(=O)NN1C(=O)c1ccccc1` (stereo unspecified)?
D1 agonist: 1; TRHR enhancer: -2; RXFP1 ag: -1.0%; Apoferritin bind: -7%; TRHR ag: 0.8; D1 antagonist: 9; D1 potentiator: -4; RXFP1 antag: -8; D2 PAM: -4

What do the screens show for `O=C(N/N=C/c1ccc(Cl)c([N+](=O)[O-])c1)c1cc(-c2ccc3c4c(cccc24)CC3)n[nH]1`?
D1 agonist: 2; TRHR enhancer: 0; RXFP1 ag: 0.9%; Apoferritin bind: -7%; TRHR ag: 0.2; D1 antagonist: -1; D1 potentiator: -8; RXFP1 antag: 5; D2 PAM: -6

How did Cc1ccc(CCNC(=O)c2cc3c(s2)-c2ccccc2OC3)cc1 do in these assays?
D1 agonist: 1; TRHR enhancer: -8; RXFP1 ag: 9.8%; Apoferritin bind: 391%[activator]; TRHR ag: 2.3; D1 antagonist: 12; D1 potentiator: 1; RXFP1 antag: -6; D2 PAM: -16

Results for NNC(=O)CN1C(c2cccc(Cl)c2)=Nc2ccc(Br)cc2C1c1ccccc1 (stereo unspecified) ?
D1 agonist: 2; TRHR enhancer: -9; RXFP1 ag: 2.4%; Apoferritin bind: -20%; TRHR ag: 0.4; D1 antagonist: 6; D1 potentiator: 0; RXFP1 antag: -1; D2 PAM: -21

What do the screens show for `CC(=O)NC(Cc1c[nH]c2ccccc12)C(=O)O` (stereo unspecified)?
D1 agonist: 1; TRHR enhancer: 0; RXFP1 ag: 0.1%; Apoferritin bind: -1%; TRHR ag: 0.0; D1 antagonist: -20; D1 potentiator: -1; D2 PAM: 4

How did COC(=O)c1c(SCc2ccc(C#N)cc2)nc(=O)[nH]c1C do in these assays?
D1 agonist: 0; TRHR enhancer: -1; RXFP1 ag: -0.9%; Apoferritin bind: -11%; TRHR ag: 0.3; D1 antagonist: 1; D1 potentiator: 1; RXFP1 antag: 1; D2 PAM: 0

What do the screens show for `Cc1nn(-c2ccccc2)c2sc(C(=O)C(C#N)c3ccccn3)cc12` (stereo unspecified)?
D1 agonist: 7; TRHR enhancer: -1; RXFP1 ag: 3.3%; Apoferritin bind: -7%; TRHR ag: 0.2; D1 antagonist: -4; D1 potentiator: 2; D2 PAM: -2

What do the screens show for `COc1ccc(O)c(C(=O)c2cnc3c(c2)c(C)nn3C)c1`?
D1 agonist: 4; TRHR enhancer: 7; RXFP1 ag: -0.3%; Apoferritin bind: 3%; TRHR ag: -0.3; D1 antagonist: 7; D1 potentiator: -5; RXFP1 antag: 3; D2 PAM: -5

What do the screens show for `Cc1cc(NC(=O)/C=C/c2ccc(Br)cc2)no1`?
D1 agonist: 1; TRHR enhancer: -5; RXFP1 ag: 5.1%; Apoferritin bind: -5%; TRHR ag: 0.4; D1 antagonist: -11; D1 potentiator: -4; RXFP1 antag: -5; D2 PAM: -10

What do the screens show for `Cc1ccc(CNC(=O)[C@@H]2CCC(=O)N2Cc2ccco2)cc1`?
D1 agonist: -1; TRHR enhancer: 0; RXFP1 ag: 2.4%; Apoferritin bind: 3%; TRHR ag: -0.4; D1 antagonist: 2; D1 potentiator: -6; RXFP1 antag: 11; D2 PAM: -3

Results for O=C(NC1=NCCS1)c1cc2ccccc2o1 ?
D1 agonist: 2; TRHR enhancer: 2; RXFP1 ag: 0.2%; Apoferritin bind: -19%; TRHR ag: 0.1; D1 antagonist: 4; D1 potentiator: 3; RXFP1 antag: -2; D2 PAM: -3

What do the screens show for `COc1ccccc1C(=O)NC(=O)COC(=O)C1CC1`?
D1 agonist: -1; TRHR enhancer: -3; RXFP1 ag: 0.1%; TRHR ag: -0.4; D1 antagonist: 29; D1 potentiator: -6; RXFP1 antag: -14; D2 PAM: -3

Results for O=C(c1ccccc1)N1CCN(C(=O)C2CC2)CC1 ?
D1 agonist: 3; TRHR enhancer: 2; RXFP1 ag: 0.2%; Apoferritin bind: 9%; TRHR ag: 1.3; D1 antagonist: 0; D1 potentiator: -4; RXFP1 antag: -17; D2 PAM: -2

How did CC(C)OC(=O)CCC(=O)Nc1nc2ccccc2s1 do in these assays?
D1 agonist: 0; TRHR enhancer: 2; RXFP1 ag: 0.6%; Apoferritin bind: -10%; TRHR ag: 0.6; D1 antagonist: 3; D1 potentiator: -8; RXFP1 antag: -3; D2 PAM: 23

What do the screens show for `O=C1CCCN2N=C(SCC(=O)Nc3nccs3)SC2=N1`?
D1 agonist: 0; TRHR enhancer: -2; RXFP1 ag: 6.4%; Apoferritin bind: -14%; TRHR ag: -1.1; D1 antagonist: 23; D1 potentiator: 2; RXFP1 antag: -12; D2 PAM: -1

What do the screens show for `CNC(=O)c1ccccc1S(=O)c1ccccc1COC(C)=O` (stereo unspecified)?
D1 agonist: 2; TRHR enhancer: -1; RXFP1 ag: 5.1%; Apoferritin bind: 5%; TRHR ag: 0.2; D1 antagonist: 6; D1 potentiator: -4; RXFP1 antag: 7; D2 PAM: 15

Results for COc1cc(OC)cc(C(=O)N[C@H](C(=O)Nc2nc(-c3ccc(F)c(F)c3)cs2)C(C)C)c1 ?
D1 agonist: 5; TRHR enhancer: 13; RXFP1 ag: 24%; Apoferritin bind: -11%; TRHR ag: 0.9; D1 antagonist: 14; D1 potentiator: 5; RXFP1 antag: -19; D2 PAM: -7

Results for CC1(C)CC(=O)C2=C(C1)N(CC1CCCO1)C(=O)C2(NC(=O)c1cccnc1)C(F)(F)F (stereo unspecified) ?
D1 agonist: 0; TRHR enhancer: -2; RXFP1 ag: 0.4%; Apoferritin bind: -15%; TRHR ag: 0.2; D1 antagonist: 12; D1 potentiator: -4; RXFP1 antag: 7; D2 PAM: 8

Results for COC(=O)c1ccc(NC(=O)c2ccccc2NS(C)(=O)=O)cc1 ?
D1 agonist: 14; TRHR enhancer: -2; RXFP1 ag: 1.9%; Apoferritin bind: 33%[activator]; TRHR ag: -0.6; D1 antagonist: 3; D1 potentiator: -3; RXFP1 antag: -4

Results for Cc1cc(=O)oc2cc(OCC(=O)NCCc3c[nH]c4ccc(F)cc34)ccc12 ?
D1 agonist: 2; TRHR enhancer: -3; RXFP1 ag: 8.3%; Apoferritin bind: 1%; TRHR ag: -0.7; D1 antagonist: -25; D1 potentiator: -7; RXFP1 antag: -28; D2 PAM: 7

The final 2 entries of the section above open the next one.
Results for COC(=O)c1ccc(NC(=O)c2ccccc2NS(C)(=O)=O)cc1 ?
D1 agonist: 14; TRHR enhancer: -2; RXFP1 ag: 1.9%; Apoferritin bind: 33%[activator]; TRHR ag: -0.6; D1 antagonist: 3; D1 potentiator: -3; RXFP1 antag: -4

Results for Cc1cc(=O)oc2cc(OCC(=O)NCCc3c[nH]c4ccc(F)cc34)ccc12 ?
D1 agonist: 2; TRHR enhancer: -3; RXFP1 ag: 8.3%; Apoferritin bind: 1%; TRHR ag: -0.7; D1 antagonist: -25; D1 potentiator: -7; RXFP1 antag: -28; D2 PAM: 7

What do the screens show for `CCN(CC)c1ccc(NC(=S)Nc2ccc(F)cc2)cc1`?
D1 agonist: 8; TRHR enhancer: 4; RXFP1 ag: -0.2%; Apoferritin bind: inconclusive; TRHR ag: -1.1; D1 antagonist: 1; D1 potentiator: -9; RXFP1 antag: -3; D2 PAM: 12

What do the screens show for `COc1c(Cl)cc(C(=O)N(Cc2ccc(C)o2)C2CCS(=O)(=O)C2)cc1Cl` (stereo unspecified)?
D1 agonist: 1; TRHR enhancer: 6; RXFP1 ag: -0.5%; Apoferritin bind: -20%; TRHR ag: -1.1; D1 antagonist: -16; D1 potentiator: -1; D2 PAM: 12

Results for O=C(O)c1cccc(NC(=O)c2ccc3c(c2)C(=O)N(CC2CCCO2)C3=O)c1 (stereo unspecified) ?
D1 agonist: 1; TRHR enhancer: 2; RXFP1 ag: 0.5%; Apoferritin bind: -10%; TRHR ag: 0.1; D1 antagonist: 1; D1 potentiator: -5; RXFP1 antag: 0; D2 PAM: -1

How did CC(C)(C)c1nc(NCC2CCCO2)c2nnn(Cc3ccccc3)c2n1 (stereo unspecified) do in these assays?
D1 agonist: 2; TRHR enhancer: 3; RXFP1 ag: 1.1%; Apoferritin bind: -17%; TRHR ag: 1.5; D1 antagonist: 10; D1 potentiator: -1; RXFP1 antag: 4; D2 PAM: 2

How did COc1cccc(NC(=O)CSc2nnc(C)s2)c1 do in these assays?
D1 agonist: 1; TRHR enhancer: 8; RXFP1 ag: 1.2%; Apoferritin bind: -10%; TRHR ag: 0.0; D1 antagonist: -17; D1 potentiator: -1; RXFP1 antag: 0; D2 PAM: 11

How did CCC(C)(C)n1nnnc1CN(Cc1cc2cc(OC)c(OC)cc2[nH]c1=O)C1CCCC1 do in these assays?
D1 agonist: 1; TRHR enhancer: -6; RXFP1 ag: 0.0%; Apoferritin bind: 94%[activator]; TRHR ag: -0.8; D1 antagonist: 3; D1 potentiator: -3; RXFP1 antag: 0; D2 PAM: 24

What do the screens show for `CC1(C)CC(O)(CCNCc2ccc3c(c2)OCO3)CCO1` (stereo unspecified)?
D1 agonist: 0; TRHR enhancer: 1; RXFP1 ag: 0.3%; Apoferritin bind: -1%; TRHR ag: 0.5; D1 antagonist: -4; D1 potentiator: 0; RXFP1 antag: -6; D2 PAM: -8

What do the screens show for `CCCCOC(=O)CSCC(=O)Nc1cc(C)on1`?
D1 agonist: 0; TRHR enhancer: 8; RXFP1 ag: 3.4%; Apoferritin bind: -23%; TRHR ag: -0.6; D1 antagonist: -7; D1 potentiator: -4; RXFP1 antag: -12; D2 PAM: 11

Results for O=C(O)CCc1ccc(-c2ccc(Cl)cc2)o1 ?
D1 agonist: 1; TRHR enhancer: 5; RXFP1 ag: 5.7%; Apoferritin bind: -15%; TRHR ag: 0.3; D1 antagonist: 14; D1 potentiator: -4; RXFP1 antag: 1; D2 PAM: 8

Only part of the results is shown. The share of hits here may be higher or lower than overall.
